MT stabilize HCS = microtubule stabilization, imaging screen. HeLa tubulin immunostaining HCS, 24 h; share of cells brighter than vehicle mean+2SD. % tubulin-high responders, % at 10 µM. 200,000 compounds, 0.83% hits;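 active means plate Z-score above 3 for both tubulin-high and condensed-nucleus cell shares, with cell loss under 80%, at 10 µM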;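 further: anti alpha tubulin signal scored within the nucleus-defined area of each cell; some results filed as inactive read as strong as hits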
P. falciparum M17LAP = P. falciparum M17LAP inhibitors, primary screen, biochemical, fluorogenic H-Leu-NHMec substrate, 1536-well (AID 1619). 220,000 compounds, 0.38% hits. recombinant M17LAP, H-Leu-NHMec fluorogenic kinetic assay; higher % means a stronger effect. inhibition, % at 30 µM, or IC50 in µM where a hit was titrated;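 active means compound inhibiting the enzyme by more than half at any dose during confirmatory dose-response retesting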;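 further: plate controls were full reaction with DMSO carrier for no effect and no enzyme background for full effect; strong numbers were not always called active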
HEK293 NOD2/NF-kB = NOD2 signaling inhibitors, cell-based, luminescence, uHTS, HEK293 (AID 1566) | HEK293 NOD2/NF-kB luciferase reporter, luminescence; higher % means a stronger effect | one-dose inhibition, % at 4 µM; EC50 in µM for titrated hits | 290,000 compounds, 0.63% hits; in the data active means inhibition above about 50%; further: many of its hits are not listed in these tables
Yfh1-off respiration = enhancers of respiration in Yfh1-depleted yeast, dose response, Friedreich's ataxia, plus single-dose screen (AID 1465). S. cerevisiae Yfh1-off respiration, WST-1 reduction, 72 h; higher fold induction means a stronger effect. fold induction at 50 µM; hits with a dose series show EC50 in µM. 220,000 compounds, 0.074% hits;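 active means fold induction of absorbance versus untreated yeast above a set limit, then at least 30% activation at any dose in follow-up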;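 further: activators that raise dye reduction in frataxin-depleted yeast; strong numbers were not always called active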
NOD1 NF-kB reporter = NOD1 signaling inhibitors, primary screen, cell-based, luminescence, uHTS (AID 1578) | NOD1-driven NF-kB luciferase reporter cells, luminescence; higher % means a stronger effect | inhibition, % at 4 µM, or EC50 in µM where a hit was titrated | 290,000 compounds, 1% hits; in the data active means inhibition mostly above about 36%, no sharp cut-off; inactive means mostly below about 34%;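 further: HEK-293T reporter cells stimulated with the NOD1 agonist gamma-tri-DAP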
Dynein transport = blocks dynein driven cargo transport along microtubules. 3617.4 mouse cells, GR-EGFP nuclear translocation imaging; test concentration mostly 20 µM; stimulated with dexamethasone, 1 µM; hits give low values. z-score, hits read low. 220,000 compounds, 0.47% hits. AID 1381;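 active means plate z-score of nuclear minus cytoplasmic receptor signal below a set negative limit, without overly bright fluorescence or cell loss, cut at about -3.5 in these data, passing the limit was not always enough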;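 further: z-score of nuclear minus cytoplasmic ring GR-EGFP intensity difference per well; some compounds called inactive have numbers as strong as hits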
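medium = tetracycline-free induction medium containing charcoal-stripped FBS | probe or stimulus = dexamethasone, 1.0 µM final | timing = 48 h induction, then 1 h compound, then 30 min agonist, 37 °C | detection = automated 10x imaging of fixed Hoechst-stained cells | read-out basis = nuclear versus cytoplasmic GR-EGFP signal, averaged per well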
bCat nuc transl = beta-catenin nuclear translocation modulation | 190,000 compounds, 0.3% hits | HeLa beta-catenin nuclear translocation, immunofluorescence imaging | nuclear translocation activity, % at 5 µM;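 active means nuclear translocation activity above 50% at 5 µM, with a well cell count of 50 or more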;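 further: per-cell ratio of nuclear to cytoplasmic median beta-catenin stain intensity; plate controls were DMSO negative control for no effect and GSK-3 inhibitor IX positive control for full effect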
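Test system: human HeLa cells, endogenous beta-catenin. Times: 24 h compound exposure, 37°C. Measured by: beta-catenin immunofluorescence imaging with DAPI.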
Ins promoter up = MIN6 insulin promoter up-regulation; 190,000 compounds, 0.3% hits; MIN6 insulin promoter-GFP reporter, high-content imaging; hits give high values; z-score at 5 µM;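 active means z-score above 3 at 5 µM with at least 500 cells counted in the well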
Autophagy mod = alters autophagy in cells; MEF GFP-LC3 puncta imaging; test concentration mostly 10 µM; calls only at 10 µM (by protocol); 190,000 compounds, 0.98% hits; AID 463193;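 active means percentage of spot-positive cells more than 3 SD above its plate mean, without a fluorescence outlier flag or 80% toxicity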;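 further: spot-positive cell cutoff set from DMSO-treated cells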
Dynein transport cytoplasmic EGFP = also measured in Dynein transport; calls as there; z-score; measured here: cytoplasmic GR-EGFP intensity; hits give high values
Dynein transport nuclear GR-EGFP = further read-out of Dynein transport, marked with its call; z-score; measured here: nuclear GR-EGFP intensity;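 lower value marks the stronger effect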
Dynein transport cell count = second read-out of Dynein transport, no call of its own (marks repeat the call); z-score; measured here: cell count per field
Ins promoter up cell count = further read-out of Ins promoter up, marked with its call; cell count; measured here: cytotoxicity, nuclei count;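 total cells summed across four imaged fields per well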
bCat nuc transl cell count 5 µM = recorded beside bCat nuc transl, whose call it bears; cell count; measured here: cell count, cytotoxicity flag
MT stabilize HCS Hoechst-high % = second read-out of MT stabilize HCS, no call of its own (marks repeat the call); % Hoechst-high responders; measured here: nuclear condensation Hoechst responders;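 share of cells brighter than vehicle mean plus two SD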
MT stabilize HCS cytotoxicity % = also measured in MT stabilize HCS; calls as there; toxicity, %; measured here: cytotoxicity by cell density;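 0% = mean cell density of plate MIN control wells and 100% = no cells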
Autophagy mod cell loss 18 h = further read-out of Autophagy mod, marked with its call; toxicity, %; measured here: cell loss, nuclei count;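 cell loss after 18 h compound exposure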
The depositor's hits bear a star; i = inactive; nt = not tested or not shown.

SMILES	MT stabilize HCS	MT stabilize HCS Hoechst-high %	MT stabilize HCS cytotoxicity %	P. falciparum M17LAP	HEK293 NOD2/NF-kB	Yfh1-off respiration	NOD1 NF-kB reporter	Dynein transport	Dynein transport cytoplasmic EGFP	Dynein transport nuclear GR-EGFP	Dynein transport cell count	bCat nuc transl	bCat nuc transl cell count 5 µM	Ins promoter up	Ins promoter up cell count	Autophagy mod	Autophagy mod cell loss 18 h
CCO[C@H]1OC(C(=O)NC2CC2)=C[C@@H](c2ccc(Br)cc2)[C@@H]1CCCO	1.1	1.2	5.9	-1%	20%	i	-5%	-0.64	-0.26	-0.034	-0.095	-0.6	1136	-0.09	1437	i	2
Cc1cc(C)nc(SCC(=O)Nc2ccc(N3CCOCC3)cc2)n1	2.1	0.2	47	25%	5%	i	-17%	-0.86	-0.25	-0.2	0.48	-0.5	1041	-0.77	1302	i	4
COc1ccc(/C=C/C(=O)c2oc3ccc(F)cc3c2C)cc1	2.0	3.1	8.4	11%	11%	i	-34%	-0.37	-0.12	0.79	-0.2	-0.1	554	0.07	1158	i	7
Cc1cc(C)cc(NC(=O)C2CCN(c3nc(C)cc(C)n3)CC2)c1	6.0	2.7	6.9	105µM*	-7%	i	-17%	-0.46	-0.19	0.087	0.24	-8.8	1048	-0.69	1461	i	-5
CCCCCC(=O)N/N=C/c1ccco1	4.4	3.3	9.4	9%	25%	i	-11%	2.2	-0.19	0.78	-1.2	2.6	1023	0.43	1286	i	-6
CCc1cc2c(NCCN3CCCCC3)ncnc2s1	2.4	1.1	6.7	1%	15%	i	-6%	0.43	-0.22	0.72	0.68	-2.9	1085	-0.09	847	i	-6
CC(C)(C)NC(=O)Cn1c(-c2nonc2N)nc2ccccc21	1.2	1.4	6.9	16%	-1%	i	-23%	0.5	-0.15	0.4	0.026	-5.6	1151	0.49	849	i	-1
O=c1c(Cl)c(NCc2ccco2)cnn1C12CC3CC(CC(C3)C1)C2	2.5	1.7	6.0	8%	2%	i	15%	-0.29	-0.33	-0.16	0.37	-1.3	1103	1.2	1205	i	11
CCOCCc1nnc(NC(=O)c2ccc(OC)c(OC)c2)s1	1.8	1.7	6.9	11%	-29%	i	-47%	0.55	-0.29	0.46	0.76	-1.2	1098	0.31	1246	i	1
COc1ccc(Cc2nc3ccccc3n2CC(=O)N/N=C/c2ccc(O)cc2)cc1OC	5.2	1.9	11	5%	-3%	i	-3%	-0.22	-0.13	-0.14	0.62	1.1	1127	-0.06	1512	i	3
CC(C)c1ccc(N2CC(C(=O)Nc3nccs3)CC2=O)cc1 (stereo not given)	2.7	2.3	7.7	11%	-7%	i	-29%	0.82	-0.23	-0.31	0.63	-1.0	1105	0.21	1311	i	-7
COc1cc(-c2nnn(CC(=O)N3CCOCC3)n2)cc(OC)c1OC	3.3	1.6	5.8	17%	14%	i	-10%	-0.69	-0.2	-0.51	0.38	-3.5	844	-0.51	1531	i	-2
Cc1ccc(CN(c2ccc(C(=O)N3CCCC3)cc2)S(C)(=O)=O)cc1	3.6	2.1	1.7	3%	15%	i	-8%	1.3	-0.36	0.73	-0.52	8.2	964	0	1200	i	12
O=C1CC(c2ccc(F)cc2)Sc2ccccc2N1 (stereo not given)	5.4	2.8	4.7	6%	10%	i	-16%	-1.4	-0.19	-0.72	1.3	-1.2	1180	0.45	1326	i	3
COc1ccccc1OCC(=O)Nc1oc(-c2ccccc2)c(-c2ccccc2)c1C#N	1.5	2.1	5.8	4%	0%	i	-8%	-0.54	-0.19	0.23	-0.24	nt	nt	-0.7	1227	i	-4
COCCn1c(SCc2nc3sc(C(=O)OC)c(C)c3c(=O)[nH]2)nc2ccccc21	1.6	1.2	5.4	9%	16%	i	nt	-0.74	-0.097	-0.28	1.1	2.3	1405	-1.1	1093	i	10
Cc1ccc(N2CCN(CC(O)COc3cccc(C)c3)CC2)cc1 (stereo not given)	nt	nt	nt	0%	6%	i	3%	-0.12	-0.26	0.48	-0.27	-0.8	1389	-0.05	855	nt	nt
Cc1ccc(C)c(NC(=S)NCCSc2ccc(Cl)cc2)c1	1.9	2.2	12	-4%	-37%	i	-17%	0.1	-0.17	0.17	0.51	-2.1	1003	-0.53	1230	i	2
CC(C)CCNC(=O)NC(=O)COC(=O)/C=C/c1cc(Br)ccc1F	5.2	1.9	10	-4%	8%	i	-17%	0.2	-0.25	-0.4	-0.44	-0.5	1090	-0.3	1295	i	-2
O=C(c1ccc(F)cc1)C1CCN(Cc2cn[nH]c2-c2ccccc2)CC1	nt	nt	nt	4%	6%	i	-10%	0.21	-0.25	0.099	0.14	0.4	1111	-0.33	1492	nt	nt
O=c1c2c([nH]c3ccccc13)CCCCCC2	2.8	1.5	4.5	9%	4%	i	-3%	0.23	-0.17	-0.0047	0.045	nt	nt	-0.2	1179	i	2
CC(=O)Nc1ccc(N(C(=O)CNC(=O)c2ccco2)C(C(=O)NCc2ccco2)c2ccccc2)cc1 (stereo not given)	nt	nt	nt	-1%	8%	i	-6%	-0.78	-0.19	-0.092	0.76	-1.3	1335	-0.61	1047	nt	nt
CC(N)c1ccc(Cl)cc1Cl (stereo not given)	2.7	0.9	11	-10%	-2%	i	-8%	-0.42	-0.23	-0.15	-0.002	-1.5	1136	0.13	1486	i	1
Cc1cccc(NC(=O)NNC(=O)c2ccc(C)c([N+](=O)[O-])c2)c1	2.6	1.6	14	-13%	6%	i	-44%	0.16	-0.28	0.37	-0.59	-2.5	1101	0.25	1458	i	-14
COC(=O)Oc1ccc(/C=N/NC(=O)CSCc2ccccc2Br)cc1OC	3.8	2.7	7.3	3%	23%	i	39%	0.27	-0.14	-0.04	1	-11	1129	nt	nt	i	15
c1ccc(-n2c3ccccc3c3ccccc32)cc1	nt	nt	nt	1%	13%	i	-8%	-0.08	-0.25	-0.085	0.25	-2.2	1123	-0.13	1357	nt	nt
CCOC(=O)c1cc(C#N)c(Oc2ccccc2OC)nc1-c1ccccc1	1.3	0.7	8.9	-9%	8%	i	15%	-0.46	-0.35	-0.074	0.009	1.0	1425	-0.56	1552	i	4
NC(=O)COc1cccc2cccnc12	1.6	1.2	7.3	0%	13%	i	14%	-0.23	0.04	0.22	-0.53	nt	nt	-0.18	904	i	-13
CC(C)(C)CC(=O)Nc1nn[nH]n1	1.8	1.4	2.1	16%	6%	i	-40%	1.2	-0.24	0.59	-0.73	nt	nt	-0.81	1483	i	5
CCn1c(/C(C#N)=C(\O)CCc2ccccc2)nc2ccccc21	1.9	2.7	21	-6%	6%	i	-19%	-0.58	-0.14	-0.21	-3.2	-0.3	1138	-0.03	1330	i	-5
COc1ccc(Nc2nc(C)c(-c3ccccc3)s2)cc1	3.7	3.6	6.7	3%	-40%	i	-28%	0.45	-0.27	0.33	-0.37	0.1	1121	-0.02	1427	i	3
O=C(O)c1ccc(/C=N/Nc2nnnn2-c2ccccc2)cc1	3.4	1.4	2.6	41%	1%	i	-32%	-0.3	-0.22	0.00066	1.2	-2.5	996	-0.03	1326	i	9
O=C(CCl)Nc1nc(-c2ccco2)c(-c2ccco2)s1	2.5	2.3	2.2	35%	10%	i	-11%	-2.9	0.56	-1.7	0.086	1.5	945	-0.12	1301	i	11
Nc1nnc(SCC(=O)OCc2ccc(F)cc2)s1	4.4	3.3	1.1	6%	-2%	i	-26%	-0.014	-0.25	-0.13	0.17	0.9	1074	0.25	1641	i	7
Cc1cc(C(=O)O)n(C(C)(C)C)n1	nt	nt	nt	0%	2%	i	-6%	0.71	-0.27	0.3	0.25	-1.8	1074	-0.31	1394	nt	nt
O=C(Cc1ccc([N+](=O)[O-])cc1)N1CCc2ccccc2C1	4.9	2.4	5.2	-14%	11%	i	-13%	-0.47	-0.29	-0.32	0.11	nt	nt	0.04	1282	i	7
O=C(CCC(=O)Nc1nnc(C2CCCCC2)s1)NCC1CCCO1 (stereo not given)	1.7	1.9	5.8	-2%	4%	i	-6%	0.21	0.079	0.27	-0.26	nt	nt	-0.5	985	i	1
Cc1ccc(S(=O)(=O)NC2CCCC(C(=O)O)C2)cc1 (stereo not given)	3.8	3.3	4.3	13%	-10%	nt	-8%	-1	-0.12	-0.39	0.61	nt	nt	0.33	1343	i	-13
CC(C)(C)c1ccc(OCCC(=O)NC2=NCCS2)cc1	3.1	1.7	5.2	3%	-28%	i	13%	-0.81	-0.11	0.062	1.5	-4.0	1190	-0.02	835	i	-3
O=C(O)CSCC(=O)Nc1ccc(-c2nc3ccccc3s2)cc1	nt	nt	nt	-73%	-42%	i	-14%	1.5	-0.25	0.7	-0.54	-1.2	1201	-0.05	1401	nt	nt
CCOCCCNC(=O)C(NC(=O)c1ccc(NC(C)=O)cc1)c1ccc(OC)cc1 (stereo not given)	4.1	1.7	5.9	0%	3%	i	-19%	1.5	0.3	2.5	-2.3	-2.0	1095	0.19	1601	i	9
CCCNC(=O)Nc1nccs1	2.6	1.7	9.0	-6%	-3%	i	3%	-0.12	-0.14	0.14	0.48	-2.0	1057	0.36	771	i	-4

A different layout for part of the listing above:
The line under a structure holds: MT stabilize HCS	MT stabilize HCS Hoechst-high %	MT stabilize HCS cytotoxicity %	P. falciparum M17LAP	HEK293 NOD2/NF-kB	Yfh1-off respiration	NOD1 NF-kB reporter	Dynein transport	Dynein transport cytoplasmic EGFP	Dynein transport nuclear GR-EGFP	Dynein transport cell count	bCat nuc transl	bCat nuc transl cell count 5 µM	Ins promoter up	Ins promoter up cell count	Autophagy mod	Autophagy mod cell loss 18 h
- Cc1ccc(S(=O)(=O)NC2CCCC(C(=O)O)C2)cc1 (stereo not given)
  3.8	3.3	4.3	13%	-10%	nt	-8%	-1	-0.12	-0.39	0.61	nt	nt	0.33	1343	i	-13
- CC(C)(C)c1ccc(OCCC(=O)NC2=NCCS2)cc1
  3.1	1.7	5.2	3%	-28%	i	13%	-0.81	-0.11	0.062	1.5	-4.0	1190	-0.02	835	i	-3

High-throughput results (PubChem BioAssay)

An excerpt; rates above refer to the full screens.
